KCNH2 3.1 inh – inhibitors of human KCNH2 3.1 potassium channel isoform | U2OS KCNH2 3.1, thallium flux FluxOr; stronger effect = lower value | activity change, % (tested at about 1.8 µM) | 340,000 compounds, 0.95% hits | AID 720553;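 active = maximum activity change below -70%; inconclusive = maximum activity change from -70% to -50%; inactive = maximum activity change above -50%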;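 also: thallium influx rate constant from kinetic fluorescence after stimulation buffer; % is scaled to controls: 0 for no effect and ±100 for the full control effect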
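Thallium flux via FluxOr fluorescence (Red40 quencher, 45 min loading) in U2OS cells virally expressing the KCNH2 3.1 isoform (1.77 x 10^8 /mL virus, overnight at 37 C). Rate constants from 2-min kinetic reads post-stimulation, normalised to positive and negative controls.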
B2AR arrestin – agonists driving beta-arrestin recruitment to human beta2-adrenergic receptor. P07550. beta-arrestin recruitment to beta2AR, cell-based reporter. Potency, µM (titrated, usually from 46.1 µM), for the others: at the highest dose activation, usual class: activators. 330,000 compounds, 0.02% hits. AID 492947;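 also: potency is read from the fitted curve at half-maximal effect; 0% = DMSO controls and full agonism = EC100 isoproterenol or metaproterenol; nearly all actives have a fitted effect of over 65% in size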
Target sequence (P07550 whole entry, looked up): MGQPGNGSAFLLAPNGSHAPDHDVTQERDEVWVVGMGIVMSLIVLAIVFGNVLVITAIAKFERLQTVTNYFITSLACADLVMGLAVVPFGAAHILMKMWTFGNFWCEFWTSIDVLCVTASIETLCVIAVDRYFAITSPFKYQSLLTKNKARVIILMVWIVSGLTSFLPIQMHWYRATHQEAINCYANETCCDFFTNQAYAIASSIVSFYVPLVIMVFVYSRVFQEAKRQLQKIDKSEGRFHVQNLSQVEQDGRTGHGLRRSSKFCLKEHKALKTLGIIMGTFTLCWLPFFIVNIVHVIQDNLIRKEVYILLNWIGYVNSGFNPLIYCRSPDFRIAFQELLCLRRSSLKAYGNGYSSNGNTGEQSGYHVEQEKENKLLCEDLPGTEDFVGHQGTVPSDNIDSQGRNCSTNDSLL
Giardia killer – kills Giardia lamblia | Giardia lamblia trophozoite viability | 340,000 compounds, 0.15% hits | AID 540267 | activity change, % at 7.66 µM, hits read low; in the data active = activity change below about -80%; inconclusive = between about -30% and that limit;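 also: parasites exposed to compound for two days anaerobically before the ATP read; % is scaled to controls: 0 for no effect and ±100 for the full control effect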
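Giardia lamblia trophozoites (100 cells/well) were incubated with compounds for 48 h at 37 deg C under anaerobic conditions. Viability was read as ATP content by one-step luminescence after 15-30 min at room temperature.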
CXXC DNA block – blocks binding of human MLL CXXC domain to DNA. MLL-CXXC / FITC-HOXA9 DNA fluorescence polarization. Potency, µM (highest dose often 115 µM), for inactives: at the top dose activity change, negative = inhibition, usual class: inhibitors. 290,000 compounds, 0.037% hits; active = well fitted inhibition curve with a large enough effect in the polarisation, with a control signal flat, not every such curve was filed as active; inconclusive = small, poorly fitted or top-dose-only effect, or effect the other way, or a change in a side signal; inactive = no such curve, though single readings can be large or run the other way; the % refers to the polarisation; also: potency is read from the fitted curve at half-maximal effect
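Fluorescence polarization: 7 uM MLL-CXXC (stock) preincubated 5 min with compounds, then 50 nM fluorescein-HOX-A9 DNA (stock) added; 30 min ambient. Buffer 50 mM Tris-HCl pH 7.5, 50 mM NaCl, 1 mM DTT, 0.05% BSA.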
Menin MLL FP TR – inhibitors of human menin-MLL interaction, mutant MLL peptide; Potency, µM (doses to about 61.6 µM), for the others: at the highest dose FP activity change, negative = inhibition, usual class: inhibitors; Menin + Texas Red MLL mutant peptide, fluorescence polarization; O00255; 270,000 compounds, 0.23% hits; active = well fitted inhibition curve with a large enough effect in the polarisation, with a control signal flat, not every such curve was filed as active; inconclusive = small, poorly fitted or top-dose-only effect, or effect the other way, or a change in a side signal; inactive = no such curve, though single readings can be large or run the other way; the % refers to the polarisation; also: potency is read from the fitted curve at half-maximal effect; % of control where 0% means no effect; many of its hits are not listed in these tables
Target sequence (O00255 whole entry, looked up): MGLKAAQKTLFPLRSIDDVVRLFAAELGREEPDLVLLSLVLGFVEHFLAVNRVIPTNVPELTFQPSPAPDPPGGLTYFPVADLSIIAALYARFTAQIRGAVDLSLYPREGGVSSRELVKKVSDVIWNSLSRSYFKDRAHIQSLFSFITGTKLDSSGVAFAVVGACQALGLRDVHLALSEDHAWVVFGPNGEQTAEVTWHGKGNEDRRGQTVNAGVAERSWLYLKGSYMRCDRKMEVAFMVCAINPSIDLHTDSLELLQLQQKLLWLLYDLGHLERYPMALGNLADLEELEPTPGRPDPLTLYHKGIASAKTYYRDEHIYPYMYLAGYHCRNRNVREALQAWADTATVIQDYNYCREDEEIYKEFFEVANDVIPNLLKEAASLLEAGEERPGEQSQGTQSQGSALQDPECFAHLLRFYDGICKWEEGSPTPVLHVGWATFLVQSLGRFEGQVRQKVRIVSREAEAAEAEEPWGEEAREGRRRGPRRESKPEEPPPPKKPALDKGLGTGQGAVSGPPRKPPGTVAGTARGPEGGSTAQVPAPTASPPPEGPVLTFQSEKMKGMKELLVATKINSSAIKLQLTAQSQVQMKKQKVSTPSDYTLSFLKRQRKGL
PKM2 activator – increases activity of human pyruvate kinase M2 | P14618 | purified PKM2, Kinase-Glo ATP luminescence, activation; response scale: 0% is enzyme alone, no compound | Potency, µM (doses to about 57.5 µM), without a hit: at the highest dose activation, hits mostly activators | 260,000 compounds, 0.34% hits | AID 1631; also: potency is read from the fitted curve at half-maximal effect; % is scaled to controls: 0 for no effect and ±100 for the full control effect; nearly all actives have a fitted effect of over 55% in size
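Purified hPK-M2 (>95%) run at intermediate activity with 0.1 mM ADP and 0.5 mM PEP in 50 mM imidazole pH 7.2, KCl, MgCl2; 1 h room temperature. ATP formed read by Kinase-Glo luminescence; normalized to uninhibited and no-enzyme controls.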
FBPA coupling cs – coupling enzyme interference in Giardia aldolase counter-screen; coupling enzyme system counterscreen, AmpLite Red fluorescence; activity change, negative = inhibition, % at 58.2 µM, hits read low; 290,000 compounds, 0.67% hits; AID 2472; in the data active = activity change below about -30%; also: % is scaled to controls: 0 for no effect and ±100 for the full control effect
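Fluorescence at 525 nm excitation and 598 nm emission measured inhibition of the coupled detection system without aldolase. Compounds (at 57.5 uM final) were preincubated 10 min at room temperature with coupling enzyme reagent before a 20 min substrate/AmpLite Red step.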
KCNH2 WT inh – inhibitors of human wildtype KCNH2 potassium channel; Q12809; U2OS, BacMam KCNH2, thallium flux FluxOr; stronger effect = lower value; activity change, % at 1.84 µM; 340,000 compounds, 0.37% hits; AID 720551;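 active = maximum activity change below -70%; inconclusive = maximum activity change between -70% and -50%; inactive = maximum activity change above -50%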; also: % is scaled to controls: 0 for no effect and ±100 for the full control effect
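U2OS cells transduced with wild-type KCNH2 virus are loaded with FluxOr dye for 45 min, and thallium flux is measured in kinetic reads before and after stimulation buffer. Rate constants are normalized to DMSO controls.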
TRPV1 ag – human TRPV1 agonism; TRPV1-expressing cells, Fluo-8 calcium influx, agonist mode; Q8NER1; activation, % at 8.33 µM; 320,000 compounds, 0.19% hits; AID 540275; in the data active = activation above about 80%; inconclusive = between about 30% and that limit; also: 0% is about no effect
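Cells expressing TRPV1 were dye-loaded with Fluo-8 and read kinetically: 10 s baseline, 3 min after compound (agonist portion), then 2 min after EC20 capsaicin (allosteric enhancer portion). Calcium-bound dye fluorescence at 480/520 nm.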
GALK inhibitor – inhibitors of human galactokinase | 270,000 compounds, 0.007% hits | Potency, µM (series often up to 57.5 µM), for the others: top-dose activity change, negative = inhibition, usual class: inhibitors | AID 1868 | P51570 | Purified GALK, Kinase-Glo residual ATP luminescence; also: potency is read from the fitted curve at half-maximal effect; % is scaled to controls: 0 for no effect and ±100 for the full control effect
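Compounds were pin-transferred into ATP buffer (35 uM final), then GALK plus galactose (5 nM, 100 uM final) was added. After 1 h at room temperature, Kinase-Glo Plus was added and luminescence read after 10 min.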
USP2a block – inhibitors of human ubiquitin-specific protease USP2a; USP2 core, Ub-CHOP2 coupled fluorogenic reporter, 485/531; Potency, µM (highest dose often 38.3 µM), for inactives: at the top dose activity change, negative = inhibition, usual class: inhibitors; 330,000 compounds, 0.01% hits; AID 463254;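 also: potency is read from the fitted curve at half-maximal effect; plate controls were DMSO wells for no effect and full inhibition by NEM control for full effect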
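Deubiquitinase activity read as fluorescence (485/531 nm) after Ub-CHOP2 cleavage activates the enterokinase reporter on its substrate; USP2 core 10nM, Ub-CHOP2 and substrate 25nM each, 30min compound preincubation then 60min RT; data normalized to NEM, curves fitted.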
* hit, by the source's call; ? = inconclusive; . = not tested or not shown; & = joins results of further samples; [ ] = another dose, or the depositor's remark. Unless noted, calls follow the shape of the dose curve; as a rule, active = well fitted curve in the direction sought with a large enough effect; inconclusive = small, poorly fitted or top-dose-only effect, or another doubt; inactive = no such curve, though single readings can be large; an effect the other way counts as inactive or inconclusive. The list is partial; count on the stated rates, not on these rows.

Sequence of screens: B2AR arrestin, Menin MLL FP TR, Giardia killer, KCNH2 WT inh, CXXC DNA block, TRPV1 ag, USP2a block, KCNH2 3.1 inh, PKM2 activator, GALK inhibitor, FBPA coupling cs
Cc1cc(C(=O)CN2CCCC(C)C2)c(C)n1-c1ccc(F)cc1 (stereo not given)
  0.4%, -6%, -19, 3, 3%, 6, 0%, -3, -1%, 1%, 3
O=C(O)c1ccc(NS(=O)(=O)c2cccc3nsnc23)cc1
  -0.3%, -5%, -1, 6, -2%, -2, 1%, -10, -2%, -1%, 6
COc1ccc(OC)c(S(=O)(=O)NCc2csc(-c3ccccc3)n2)c1
  3.4%, -4%, -21, 3, 5%, -2, -1%, -1, -4%, 1%, 1
COc1cccc(/C=N/N=C(\N)c2nonc2N)c1O
  0.0%, -12%, 22, -4, -7%, -1, -1%, -21, -1%, -3%, 2
COC(=O)CN(Cc1ccccc1)S(=O)(=O)c1ccc(OC)c(OC)c1
  -1.1%, 11%, 4, 8, 8%, -1, -2%, -5, 3%, -1%, 3
N#Cc1ccc(C(=O)Nc2cc(-c3ccccc3)nn2-c2ccccc2)cc1
  -0.7%, ., -3, 1, ., 4, -6%, -46, ., ., .
Cc1nn(-c2ccccc2)c(C)c1/C=N/N1CCN(c2ccccn2)CC1
  -0.5%, 0%, 1, 6, -3%, 2, 0%, -4, 2%, 1%, 1
Cc1cccc(NC(=O)/C(C#N)=C/c2cn(CC(=O)NCc3ccco3)c3ccccc23)c1
  -1.6%, -3%, -3, -2, -1%, 1, 4%, -2, 2%, 1%, 3
Cc1ccc(NC(=S)NNC(=O)Cn2nc(C(F)F)cc2C(F)F)cc1
  3.7%, 1%, 0, -2, -7%, 1, 1%, 0, 1%, 2%, 0
O=C(CCCn1c(=O)[nH]c2cc(Cl)ccc2c1=O)NC1CCCCCC1
  0.2%, -16%, -2, -4, 0%, -2, 4%, 20, 2%, 0%, 3
COCCN1C(=O)c2ccc(C(=O)Nc3cccnc3)cc2C1=O
  0.2%, ., 18, 8, -5%, 6, 1%, 16, -1%, 5%, .
Cc1cc(Br)ccc1SCC(=O)OCC(=O)NCc1ccco1
  -0.7%, ., -8, -4, -1%, ?, 5%, -7, 19%, ., 1
COc1ccc(N2C(=O)CC(N3CCCCC3)C2=O)cc1 (stereo not given)
  0.1%, 21%, -22, 0, 5%, 1, 8%, -2, -5%, -1%, 2
O=C(COC(=O)Cc1ccc(S(=O)(=O)N2CCOCC2)s1)NCc1ccc(Cl)cc1
  -0.2%, ?, 3, -10, 0%, 3, 2%, 1, 1%, 0%, -1
CCOc1ccc(NC(=O)CCN2CCN(S(=O)(=O)c3ccc(Cl)cc3)CC2)cc1
  0.1%, -1%, -2, 3, -12%, 2, 3%, -31, 1%, 0%, -2
COc1ccccc1OCCOCCOc1ccc(C)cc1Br
  -1.6%, -9%, 5, -5, 0%, -2, -1%, -1, -1%, 2%, -1
CN1CCN(C(=O)N2c3ccccc3CCc3ccccc32)CC1
  0.0%, -24%, 14, 2, -17%, 1, 3%, 10, -12%, 1%, -1
Cc1cc(C)n(-c2ccc(C(=O)OC(C)C(=O)Nc3ccc(C(N)=O)cc3)cc2)n1 (stereo not given)
  0.1%, ., -9, 2, ., ?, -1%, 10, ., ., .
COCCCNC(=O)CN(c1ccc(Cl)c(Cl)c1)S(C)(=O)=O
  -1.0%, -7%, -17, 4, -4%, -1, -1%, 6, 20%, 1%, 1
CC(C)(C)NC(=O)CSc1nnc(-c2c[nH]c3ccccc23)o1
  -0.5%, -18%, 15, -5, 6%, 3, -2%, -4, 3%, -8%, 0
NC(=O)CCS(=O)(=O)c1ccc(Cl)cc1
  0.2%, -1%, -16, 4, -10%, 0, 1%, 5, 2%, 0%, -1
CC1=NN(C(N)=S)C(=O)C1N=Nc1ccc(Cl)cc1Cl (stereo not given)
  -0.4%, ?, -26, -7, -18%, -1, -7%, 0, -1%[11.5 µM], 7%, 1
Nc1nc(N)nc(-c2cc(F)ccc2O)n1
  0.1%, ., 6, 14, ., -2, -4%, 21, ., ., .
CC1(C)CCC(C)(C)NC(=S)N1
  0.4%, -1%, -6, -7&-1, 5%, 2, 2%, -8&7, -2%, 3%, 1
N/C(Cc1ccc([N+](=O)[O-])cc1)=N\OC(=O)C(c1ccccc1)c1ccccc1
  -0.5%, 27%, 2, 3, 7%, 0, -2%, -82*, 1%, 0%, 5
CCOc1ccc(-n2c(N)c(C(=O)NCc3cccnc3)sc2=S)cc1
  0.3%, ?, 17, -13, -10%, 6, -1%, -7, -1%, 0%, -6
Cc1cc(=O)n2c(-c3ccccc3C)n[nH]c2n1
  0.0%, -10%, 2, 7, -1%, -1, -1%, -5, -12%, -1%, 4
COc1ccc(C(=O)Nc2cccc(OC)c2)cc1
  0.2%, 10%, ?, -4, 31%[activator], -4, 5%, -8, -55%, 2%, -8
Cc1cccc(C)c1NC(=O)c1cc(S(=O)(=O)N2CCc3ccccc32)cn1C
  0.4%, 1%, -5, -9, ., 8, 0%, -1, 0%, ., -12
O=C1/C(=C/c2ccco2)SC(=S)N1c1cccnc1
  -0.2%, ., -3, -7, -12%, 8, -10%, 6, 23%, -1%, -26
Cc1ccc2c(c1)[C@H]1[C@H](CO2)[C@H](c2ccccc2)[C@]2(C)C(=O)N(Cc3ccco3)CC(=O)N12
  0.3%, ., 9, -2, ., ., -3%, 2, ., ., .
Cc1ccc(S(=O)(=O)N2CC(=NO)C2)cc1
  -0.6%, -4%, -8, -4, 3%, -1, 1%, -5, 1%, 4%, -1
C/C(=N/NC(=O)c1ccc(C)s1)c1cccc(NC(=O)COc2ccc(Cl)cc2C)c1
  0.4%, -10%, -1, -7, 34%[activator], 1, 3%, -4, 1%, ., 1
Cc1csc2nc(CNC(=O)C3CC=CCC3C(=O)O)cn12 (stereo not given)
  -0.1%, -20%, 3, -11, 8%, -1, 0%, -2, 7%, 1%, -1
CNC(=O)c1cc2ccc(OC)cc2oc1=O
  -0.3%, -9%, -21, 9, 9%, 9, 1%, ., 3%, 1%, 4
CC1=C/C(=N\NC(=S)Nc2cccnc2)CC(C)(C)C1
  ?, -14%, -22, 3, 3%, 15, 0%, 6, 1%, 13%, -1
Cc1ccc(NC(=O)COc2ncnc3c(Cl)cc(Cl)cc23)cc1[N+](=O)[O-]
  2.5%, 24%, -21, -2, 13%, 4, 0%, 6, 3%, 1%, 2
Cn1c(CSCc2ccc(F)cc2)nnc1SCC(=O)Nc1nccs1
  0.0%, 2%, -8, 16, -1%, -2, 4%, 5, 4%, 5%, -2
O=C(CN1CCCC1)NN=C(c1ccccc1)c1ccccc1
  -0.8%, -1%, -2, 0, -3%, 1, 1%, 4, -9%, 2%, 1
CSCC(=O)N1CCCC(N2CCN(c3ccc(F)cc3)CC2)C1 (stereo not given)
  -0.7%, -3%, -3, 28, -14%, 4, -1%, 15, -4%[11.5 µM], -2%, 4
Cc1cccc(C)c1NC1=NCCCCC1
  0.0%, -13%, 3, 2, 5%, 3, 3%, 15, -2%, -4%, 0
CC1CCCN(CC(=O)Nc2cc(Cl)ccc2Oc2ccccc2)C1 (stereo not given)
  0.1%, -20%, -5, 1, 12%, 3, 2%, -16, -3%, 1%, -2
C/C(=N\Nc1ccccn1)c1ccc2c(c1)OCO2
  0.1%, -13%, -8, -2, 11%, ?, 0%, 6, -1%, 0%, -8
COc1cccc(NC(=O)Nc2nnc(Cc3ccc(F)cc3)s2)c1
  0.1%, -20%, -3, -21, 0%, 3, 3%, -4, ., 0%, 1
COc1ccccc1NS(=O)(=O)c1ccc(O)c(C(=O)OCC(=O)c2ccc(Cl)cc2Cl)c1
  0.4%, 32%[activator], -15, 2, 6%, -2, -17%, 8, 8%, 8%, 10
Cn1nc(C(=O)Nc2nc(-c3ccc(F)cc3)cs2)ccc1=O
  -0.7%, ., -4, 1, -7%, ?, 2%, 4, 3%, -1%, 3
COC(=O)/C=c1\sc2ncnn2c1=O
  0.0%, 2%, 10, -10, -4%, 5, 3%, -1, 11%, -1%, -2
O=C1COc2ccc(C(=O)COC(=O)CNC(=O)c3ccco3)cc2N1
  -1.4%, -25%, ?, 7, -11%, 1, -5%, 1, 2%, 10%, -1
CCOC(=O)c1ccc(NC(=O)Cn2cnc(S(=O)(=O)N3CCCC3)c2)cc1
  0.3%, ., 12, -12, -1%, 2, -1%, 9, ., -4%, .

From PubChem BioAssay
